Assay outcomes: PubChem, several laboratories
HRas wt GTP: modulators of GTP binding to HRas wildtype, primary screen, biochemical, bead-based flow cytometry, multiplex. GTPase HRas (Homo sapiens), P01112. GST-Ras wt beads, Bodipy-FL-GTP binding; actives lie on both sides. GTP binding activity, % at 10 µM. 190,000 tested, 0.14% active. AID 759, 2007;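 active means GTP binding activity at least 20% away from the 100% baseline, either lowered as inhibitor or raised as activator; inconclusive means flagged as likely green fluorescent, judged across all proteins in the well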;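 further: 0% = unlabeled GTP competition control and 100% = no-compound control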
Target sequence (P01112 whole entry, looked up): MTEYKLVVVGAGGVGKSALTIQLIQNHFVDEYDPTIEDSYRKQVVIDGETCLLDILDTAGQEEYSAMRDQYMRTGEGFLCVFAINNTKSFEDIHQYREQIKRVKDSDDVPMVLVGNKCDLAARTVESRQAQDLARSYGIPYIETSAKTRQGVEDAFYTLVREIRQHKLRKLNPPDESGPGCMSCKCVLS
Mcl1 Bid PPI: Mcl-1/Bid binding inhibitors, primary screen, biochemical, TR-FRET, 1536-well | AID 1021, 2008 | 220,000 tested, 0.97% active | Induced myeloid leukemia cell differentiation protein Mcl-1 (Homo sapiens), Q07820 | TR-FRET Mcl-1/Bid-Dy647 peptide binding | inhibition, % at 21.7 µM;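 active means compounds that cut the binding signal by more than half at the single screening dose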;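 further: His-tagged Mcl-1 with europium anti-His antibody binding Bid BH3 peptide; 0% = Mcl-1 plus peptide wells and 100% = peptide-only wells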
Target sequence (Q07820 whole entry, looked up): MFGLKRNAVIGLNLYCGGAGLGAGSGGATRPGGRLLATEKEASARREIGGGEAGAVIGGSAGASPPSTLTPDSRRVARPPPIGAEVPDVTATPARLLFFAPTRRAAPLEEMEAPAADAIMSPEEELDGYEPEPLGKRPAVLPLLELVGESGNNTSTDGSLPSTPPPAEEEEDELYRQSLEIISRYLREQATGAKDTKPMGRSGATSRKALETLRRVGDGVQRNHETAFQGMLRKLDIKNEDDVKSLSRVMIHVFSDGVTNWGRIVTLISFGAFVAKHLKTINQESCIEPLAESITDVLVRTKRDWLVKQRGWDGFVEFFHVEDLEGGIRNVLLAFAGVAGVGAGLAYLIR
Rac1 mut GTP: GTP binding modulators of activated mutant Rac1, primary screen, biochemical, bead-based flow cytometry, multiplex, fluorescent GTP. percent activity (GTP binding), % at 10 µM. 190,000 tested, 0.11% active. Ras-related C3 botulinum toxin substrate 1 (Homo sapiens), P63000. GST-Rac1 activated beads; actives lie on both sides; 100% means binding = to untreated wells;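 active means GTP binding at least 20 percentage points away from the 100% baseline, in either direction, so actives lie on both sides; inconclusive means Compound likely fluorescent itself, or too few beads counted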
Rac1 wt modul: wildtype Rac1 GTP binding modulators, primary screen, biochemical, GST-Rac1 beads, flow cytometry, multiplex | Ras-related C3 botulinum toxin substrate 1 (Homo sapiens), P63000 | fluorescent GTP binding; actives lie on both sides; 0 = cold GTP competed, 100 = untreated | GTP binding activity (% of control), % at 10 µM | 190,000 tested, 0.27% active | AID 757, 2007;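 active means GTP binding activity at least 20 points away from the 100% control level, either lower or higher; inconclusive means compound flagged as likely green fluorescent, judged across all proteins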
Cdc42 wt GTP: modulators of GTP binding to wildtype Cdc42, primary screen, biochemical, multiplex bead flow cytometry, Bodipy-GTP | 190,000 tested, 0.2% active | GST-Cdc42 beads; actives lie on both sides | Cell division control protein 42 homolog (Homo sapiens), P60953 | percent activity (GTP binding), % at 10 µM;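 active means percent activity GTP binding at least 20 points away from the 100% baseline, either down as inhibitor or up as activator; inconclusive means compound flagged as likely green fluorescent from well-wide comparison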;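 further: median bead fluorescence of bound Bodipy-FL-GTP at 100 nM; 0% = excess unlabeled GTP control and 100% = no compound control; below 100% means less GTP binding so inhibitor and above means activator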
Target sequence (P60953 whole entry, looked up): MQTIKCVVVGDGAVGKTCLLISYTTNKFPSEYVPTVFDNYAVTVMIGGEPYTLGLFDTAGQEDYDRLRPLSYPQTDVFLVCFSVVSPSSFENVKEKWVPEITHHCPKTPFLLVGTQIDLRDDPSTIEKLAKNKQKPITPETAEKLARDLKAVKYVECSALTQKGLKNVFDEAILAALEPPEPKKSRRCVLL
Rab7 wt GTP bind: modulators of GTP binding to Rab7, primary screen, biochemical, wildtype, multiplex bead flow cytometry. GTP binding activity (percent of control), % at 10 µM. GST-Rab7 beads, fluorescent GTP binding; actives lie on both sides; untreated = 100%, excess cold GTP = 0%. AID 758, 2007. 190,000 tested, 0.055% active;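 active means fluorescent GTP binding to Rab7 beads changed by at least 20 points from the 100% baseline, either direction, mostly lower; inconclusive means compound itself probably fluorescent, or too few beads counted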;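 further: median green fluorescence of bound Bodipy-FL-GTP per Rab7 bead population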
Rab2A wt mod: modulators of GTP binding to Rab2A wildtype, primary screen, biochemical, dog, bead-based flow cytometry, multiplex; AID 760, 2007; 190,000 tested, 0.19% active; GST-Rab2 wt beads, Bodipy-GTP binding; GTP binding activity, % at 10 µM; Ras-related protein Rab-2A (Canis lupus familiaris), P61105;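 active means GTP binding activity at least 20 points away from 100%, either lowered or raised; inconclusive means signal likely due to the compound's own green fluorescence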;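 further: 0% = beads with excess unlabeled GTP and 100% = no-compound control corrected for plate trend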
Pf gamet viab: late stage P. falciparum gametocyte viability inhibitors, primary screen, ATP luminescence, HTS. 150,000 tested, 0.065% active. P. falciparum stage V gametocytes, 24 h. inhibition, % at 10.9 µM;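 active means inhibition above the mean plus 3 SD of compounds within the control limits, set per campaign, cut at about 38% in these data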;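 further: 0% = DMSO wells and 100% = medium only without gametocytes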
Avidin bead fluor: green autofluorescence of compounds with avidin beads – biophysical, 488/530 nm, flow cytometry, artefact control, profiling panel. compound fluorescence 488/530 nm; active compounds read high. fluorescence (KMESF) at 10 µM. 220,000 tested, 0.38% active; in the data active means fluorescence above about 47; further: inactives centre near 10
Mcl1-Noxa inh: Mcl-1/Noxa binding inhibitors, primary screen, biochemical, TR-FRET, 1536-well; inhibition, % at 21.7 µM; AID 1022, 2008; Induced myeloid leukemia cell differentiation protein Mcl-1 (Homo sapiens), Q07820; TR-FRET Mcl-1/Noxa peptide binding, 2 h; 220,000 tested, 1.5% active;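 active means compounds that cut the protein-peptide binding signal by more than 50% relative to plate controls in a single-dose test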;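 further: His-tagged Mcl-1 with rhodamine Noxa BH3 peptide and terbium anti-His antibody; 0% = Mcl-1 plus Noxa peptide wells and 100% = peptide-only wells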
Mcl-1 Bim block: inhibitors of Bim peptide binding to Mcl-1, primary screen, biochemical, bead-based flow cytometry, multiplex; inhibition, % at 10 µM; 190,000 tested, 0.1% active; Bim peptide-Mcl-1 binding; Induced myeloid leukemia cell differentiation protein Mcl-1 (Homo sapiens), Q07820; in the data active means inhibition above about 40%;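 further: 0% = no compound tracer wells and 100% = peptide blocker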
Numbers without * were called inactive; ? = inconclusive; · = no result given.

Sequence of screens – HRas wt GTP	Mcl1 Bid PPI	Rac1 mut GTP	Rac1 wt modul	Cdc42 wt GTP	Rab7 wt GTP bind	Rab2A wt mod	Pf gamet viab	Avidin bead fluor	Mcl1-Noxa inh	Mcl-1 Bim block
1) CC(Oc1ccc(Cl)cc1Cl)C(=O)NCc1ccncc1 (configuration not stated)
→ 94	-1	93	91	91	96	94	·	22	7	0
2) O=C(c1ccc(F)cc1)N1CCN(C(=O)c2cccnc2)CC1
→ 99	3	96	96	98	101	98	·	5	6	0
3) Cn1nc(-c2ccc3c(c2)OCCO3)c2ccccc2c1=O
→ 99	-3	99	103	99	104	100	6	23	0	-1
4) O=C1CCc2cc(S(=O)(=O)NC(Cc3ccccc3)C(=O)NC3CCCCC3)ccc2N1 (configuration not stated)
→ 101	-10	99	103	104	98	99	·	7	12	-2
5) Cc1[nH]nc2c1C(c1ccccc1)C1=C(CC(C)(C)CC1=O)N2 (configuration not stated)
→ 97	·	97	99	96	96	97	·	9	·	3
6) O=S(=O)(NCc1ccco1)c1ccc2c(c1)Cc1ccccc1-2
→ 100	-13	101	97	98	99	100	·	17	24	-3
7) CC(NCC(O)COc1ccc(S(=O)(=O)N2CCOCC2)cc1)c1ccccc1 (configuration not stated)
→ 99	-24	96	98	97	102	98	-7	12	8	-3
8) CCOC(=O)c1cc(-c2ccccc2)sc1NC(=O)CCN1C(=O)c2ccccc2C1=O
→ 101	-9	99	103	98	98	99	1	24	-7	-7
9) CC(C)c1csc(CN2CCN(CCc3ccccc3)C(CCO)C2)n1 (configuration not stated)
→ 95	-4	95	96	95	94	95	2	11	13	-1
10) CCN(CC)CCN(Cc1cc2ccc(C)cc2[nH]c1=O)C(=O)NC1CCCCC1
→ 97	-16	95	99	97	105	97	8	10	10	0
11) Cc1cccc(NC(=O)Cn2c(=O)n3nc(CCn4nc(C)cc4C)nc3c3ccccc32)c1
→ 101	4	99	99	100	95	99	·	10	14	-1
12) CCc1cc(C=C(Cl)Cl)oc(=O)c1C
→ 104	-4	100	103	102	98	104	·	13	-15	-4
13) CC(C)OC(=O)C1C2C=CC3(CN(Cc4cccs4)C(=O)C13)O2 (configuration not stated)
→ 101	-11	98	103	100	99	99	-10	28	-1	-2
14) C#CCOC(=O)c1ccccc1C(=O)O
→ 102	5	102	104	102	99	100	4	18	11	-3
15) COc1ccc(S(=O)(=O)N2CCCOC2CNC(=O)C(=O)NCc2ccco2)cc1 (configuration not stated)
→ 103	-13	96	103	99	109	103	-17	10	-5	-2

The list goes on.
Sequence of screens – HRas wt GTP	Mcl1 Bid PPI	Rac1 mut GTP	Rac1 wt modul	Cdc42 wt GTP	Rab7 wt GTP bind	Rab2A wt mod	Pf gamet viab	Avidin bead fluor	Mcl1-Noxa inh	Mcl-1 Bim block
16) Cc1ccc2cc(CCNC(=O)c3cccc([N+](=O)[O-])c3)c(=O)[nH]c2c1C
→ 103	-13	98	105	102	104	100	0	3	3	-7
17) COc1ccc(S(=O)(=O)n2nc(OCc3cccs3)cc2N)cc1
→ 98	-2	96	99	97	104	96	·	6	7	-1
18) COc1ccc(NC(=O)CC(C)C)c([N+](=O)[O-])c1
→ 100	-21	97	103	101	101	97	-10	9	-21	1
19) Cc1ccc(N2C(=O)c3sc4nnc(C)c(=O)n4c3C2=O)cc1
→ 101	-7	101	104	103	101	101	·	12	19	0
20) O=C(Nc1ccc(Cl)cc1)c1cccnc1N1CCCCC1
→ 102	7	100	105	104	103	102	5	4	-15	0
21) CC(=O)N1C(C)(C)CC(=NOC(=O)c2ccc(C)cc2)CC1(C)C
→ 95	-13	97	97	95	93	98	·	9	0	2
22) Cc1cc([N+](=O)[O-])ccc1NC(=O)c1ccco1
→ 100	-7	98	102	102	105	102	10	11	-14	-6
23) CC(C)(CSc1ncccn1)NS(=O)(=O)c1ccccc1
→ 99	-19	94	104	99	107	102	4	9	18	-2
24) Cc1ccc2nc(C)cc(N/N=C/c3ccc(F)cc3)c2c1
→ 97	-24	96	95	92	102	97	·	11	-13	0
25) Cc1nn(-c2ccccc2)c(Cl)c1C(=O)Nc1c(C)n(C)n(-c2ccccc2)c1=O
→ ?	-4	?	?	?	?	?	·	16	3	4
26) CC(=O)CSc1ncnc2sc3c(c12)CCC3
→ 97	-18	93	95	95	93	93	5	11	3	-5
27) Cc1ccc(S(=O)(=O)N(C)C)cc1NC(=O)CSc1ncc(C(F)(F)F)cc1Cl
→ 97	-13	99	95	94	93	96	12	14	28	-4
28) COC(=O)C1=C(C)N(c2ccc(OC)cc2)C(=O)/C1=C\c1cccs1
→ 100	26	99	102	100	99	101	-42	2	-21	-1
29) CC(C)(C)NC(=O)NC(=O)COC(=O)c1cccc(OC(F)F)c1
→ 97	-18	95	98	96	94	94	11	11	7	2
30) O=[N+]([O-])c1ccc2ccn(C3OCC(O)C(O)C3O)c2c1 (configuration not stated)
→ 100	-43	98	100	98	107	99	5	11	-6	-4

2 entries drawn at random from those above, as already listed:
Sequence of screens – HRas wt GTP	Mcl1 Bid PPI	Rac1 mut GTP	Rac1 wt modul	Cdc42 wt GTP	Rab7 wt GTP bind	Rab2A wt mod	Pf gamet viab	Avidin bead fluor	Mcl1-Noxa inh	Mcl-1 Bim block
12) CCc1cc(C=C(Cl)Cl)oc(=O)c1C
→ 104	-4	100	103	102	98	104	·	13	-15	-4
28) COC(=O)C1=C(C)N(c2ccc(OC)cc2)C(=O)/C1=C\c1cccs1
→ 100	26	99	102	100	99	101	-42	2	-21	-1

New compounds follow
Sequence of screens – HRas wt GTP	Mcl1 Bid PPI	Rac1 mut GTP	Rac1 wt modul	Cdc42 wt GTP	Rab7 wt GTP bind	Rab2A wt mod	Pf gamet viab	Avidin bead fluor	Mcl1-Noxa inh	Mcl-1 Bim block
31) O=C(NCC1CCC(C(=O)O)CC1)OCc1ccccc1 (configuration not stated)
→ 103	-9	99	99	103	96	103	-9	10	-8	-2
32) COc1cccc(CC2(CO)CCCN(C(=O)c3cc[n+]([O-])cc3)C2)c1 (configuration not stated)
→ 97	-14	96	99	98	97	96	25	5	10	-2
33) Cc1ccc(-n2c(=O)[nH]cc(C(=O)Nc3ccc4c(c3)OCCO4)c2=O)cc1
→ 99	-39	100	99	99	96	97	-29	8	-7	0
34) OCc1cn(-c2ccccc2)nc1-c1ccco1
→ 99	-28	95	99	100	94	98	·	11	17	1
35) COc1ccc([N+](=O)[O-])cc1NC(=O)CSc1ncccn1
→ 96	6	96	99	97	97	97	-1	9	10	-2
36) COc1ccccc1Sc1ccccc1/C=N/NC(N)=O
→ 98	-4	94	94	94	102	99	·	23	-9	0
37) O=C(CN1CCN(S(=O)(=O)c2ccc(F)cc2)CC1)Nc1ccccc1F
→ 103	-10	99	102	104	104	104	22	10	-10	-2
38) CC1(C)CC(=O)C2=C(C1)OC(N)=C(C#N)[C@@]21C(=O)N(CC(N)=O)c2ccccc21
→ 104	-35	100	108	102	104	105	-4	8	-5	0
39) Cc1ccc(CNC(=O)/C(C#N)=C\c2ccc(N(C)C)cc2)cc1
→ 102	-13	98	103	99	105	101	·	30	7	-5
40) Cc1ccc(-c2nc(NC(=O)CSc3ccc4ccccc4n3)ns2)cc1
→ 98	12	96	100	96	95	96	·	2	-17	-3
41) CC(C)c1ccccc1NC(=S)N1CCN(S(=O)(=O)c2cccs2)CC1
→ 94	-14	94	97	94	91	94	-22	11	-14	0
42) O=C(COC(=O)C1CC(=O)N(Cc2ccco2)C1)c1ccc(OC(=O)c2ccco2)cc1 (configuration not stated)
→ 100	-9	100	107	102	98	100	-8	29	55*	-4
43) O=C(CCl)Nc1cccc(-c2cnc3ccccc3n2)c1
→ 99	14	98	100	99	98	98	·	6	5	2
44) Cn1c(=O)oc2cc(S(=O)(=O)N3CCCC(C(=O)Nc4ccccn4)C3)ccc21 (configuration not stated)
→ 99	-4	96	95	98	99	100	·	7	14	1
45) CCc1cccc(CC)c1N(COC)C(=O)Cn1ccccc1=N
→ 98	-21	96	98	97	98	99	·	29	6	0
46) O=C(CN(Cc1ccco1)C(=O)CNS(=O)(=O)c1ccc(F)cc1)NCc1ccc(F)cc1
→ 97	-11	94	93	96	97	97	-34	10	·	-1

3 of these compounds, reformatted:
# | canonical_smiles | HRas wt GTP | Mcl1 Bid PPI | Rac1 mut GTP | Rac1 wt modul | Cdc42 wt GTP | Rab7 wt GTP bind | Rab2A wt mod | Pf gamet viab | Avidin bead fluor | Mcl1-Noxa inh | Mcl-1 Bim block
33 | Cc1ccc(-n2c(=O)[nH]cc(C(=O)Nc3ccc4c(c3)OCCO4)c2=O)cc1 | 99 | -39 | 100 | 99 | 99 | 96 | 97 | -29 | 8 | -7 | 0
34 | OCc1cn(-c2ccccc2)nc1-c1ccco1 | 99 | -28 | 95 | 99 | 100 | 94 | 98 | · | 11 | 17 | 1
35 | COc1ccc([N+](=O)[O-])cc1NC(=O)CSc1ncccn1 | 96 | 6 | 96 | 99 | 97 | 97 | 97 | -1 | 9 | 10 | -2

Sorted by number of heavy atoms (largest number first): part of the list above
Sequence of screens – HRas wt GTP	Mcl1 Bid PPI	Rac1 mut GTP	Rac1 wt modul	Cdc42 wt GTP	Rab7 wt GTP bind	Rab2A wt mod	Pf gamet viab	Avidin bead fluor	Mcl1-Noxa inh	Mcl-1 Bim block
33) Cc1ccc(-n2c(=O)[nH]cc(C(=O)Nc3ccc4c(c3)OCCO4)c2=O)cc1
→ 99	-39	100	99	99	96	97	-29	8	-7	0
41) CC(C)c1ccccc1NC(=S)N1CCN(S(=O)(=O)c2cccs2)CC1
→ 94	-14	94	97	94	91	94	-22	11	-14	0
31) O=C(NCC1CCC(C(=O)O)CC1)OCc1ccccc1 (configuration not stated)
→ 103	-9	99	99	103	96	103	-9	10	-8	-2
